A-T KAP1 phos: potential ataxia-telangiectasia treatments restoring KAP-1 phosphorylation. 0.19% of 320,000 active. […] A-T fibroblasts, KAP-1 phosphorylation AlphaLISA; neocarzinostatin DNA damage 30 min before lysis. AID 485349. Potency, µM (top dose mostly 57.5 µM), inactives show at the top dose activation, most hits filed as activators; note: potency is the fitted concentration of half-maximal effect; % of control where 0% means no effect; nearly all actives have a fitted effect of over 45% in size
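hTERT-immortalized A-T patient fibroblasts ([…]), 500 cells/well in OPTI-MEM, 1% FBS, got compounds for 60 min, then NCS for 30 min at 37C. Lysates were then assayed for phospho-KAP-1 by AlphaLISA (anti-pKAP1 donor, anti-KAP1 acceptor beads), 6 hr at 25C.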
TSG101-PTAP inh: blocks PTAP/TSG101 interaction to inhibit HIV-1 budding | AID 493005 | Fluorescence polarization, FITC-PTAP peptide / Tsg101 binding | 340,000 tested, under 10 active | Potency, µM (titrated, usually from 115 µM), inactives show top-dose activity change, negative = inhibition, hits mostly inhibitors | Q99816; active = well fitted inhibition curve with a large enough effect in the main read-out, with a control signal flat, not every such curve was filed as active; inconclusive = small, poorly fitted or top-dose-only effect, or effect the other way, or a change in a side signal; inactive = no such curve, though single readings can be large or run the other way; note: potency is the fitted concentration of half-maximal effect; % of control where 0% means no effect
Target sequence (Q99816 whole entry, looked up): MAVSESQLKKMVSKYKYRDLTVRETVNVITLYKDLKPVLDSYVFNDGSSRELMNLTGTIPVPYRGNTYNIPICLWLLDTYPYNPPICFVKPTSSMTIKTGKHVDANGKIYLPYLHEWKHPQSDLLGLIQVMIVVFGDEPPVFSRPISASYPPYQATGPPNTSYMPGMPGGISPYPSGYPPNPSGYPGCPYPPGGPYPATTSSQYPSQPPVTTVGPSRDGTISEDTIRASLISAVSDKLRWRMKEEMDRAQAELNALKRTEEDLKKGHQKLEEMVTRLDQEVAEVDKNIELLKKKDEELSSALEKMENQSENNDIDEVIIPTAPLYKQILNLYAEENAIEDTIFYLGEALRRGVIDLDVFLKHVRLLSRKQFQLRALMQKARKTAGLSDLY
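Tsg101 binding domain (10 uM final) was mixed with compound and a FITC-labeled PTAP peptide (50 nM final) in HEPES pH 7.5 buffer with NaCl, Tween 20, EDTA and TCEP; fluorescence polarization was read after 20 min at r.t.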
CXXC DNA block: inhibitors of human MLL CXXC domain-DNA interaction; MLL-CXXC / FITC-HOXA9 DNA fluorescence polarization; 0.037% of 290,000 active; Q03164; Potency, µM (series often up to 115 µM), for the others: at the top dose activity change, negative = inhibition, hits mostly inhibitors; active = well fitted inhibition curve with a large enough effect in the polarisation, with a control signal flat, not every such curve was filed as active; inconclusive = small, poorly fitted or top-dose-only effect, or effect the other way, or a change in a side signal; inactive = no such curve, though single readings can be large or run the other way; the % refers to the polarisation; note: potency is the fitted concentration of half-maximal effect
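Purified MLL-CXXC (added from a 7 uM solution) was preincubated 5 min at ambient with pinned compounds in 50 mM Tris-HCl pH 7.5, 50 mM NaCl, 1 mM DTT, 0.05% BSA. Fluorescein-labeled HOX-A9 DNA (50 nM solution) followed, 30 min, then polarization read.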
Mito fusion yeast: mitochondrial division inhibition or fusion activation; S. cerevisiae fusion-defective mutant growth rescue, CellTiterGlo 48 h; Potency, µM (doses to about 46.1 µM), for the others: at the top dose growth rescue (activation), most hits filed as activators; 0.23% of 320,000 active; AID 485298;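 note: potency is the fitted concentration of half-maximal effect; % of control where 0% means no effect; nearly all actives have a fitted effect of over 45% in size; temperature-sensitive fusion mutants such as fzo1-1 at 37 °C on non-fermentable ethanol glycerol medium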
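Growth-rescue viability read-out: after 48 h at the non-permissive 37C in glycerol/ethanol YPEG, yeast mitochondrial fusion mutants are measured by CellTiterGlo luminescence; compounds (23 nl pinned per well) restoring growth score as division inhibitors or fusion activators.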
ASM inhibitor: human S-ASM enzyme inhibition | placental ASM, HMU-PC fluorogenic substrate, 60 min | Potency, µM (series often up to 57.5 µM), for inactives: at the top dose activity change, negative = inhibition, usual class: inhibitors | 0.006% of 340,000 active | AID 504937; note: potency is the fitted concentration of half-maximal effect
Target sequence (P17405 47-631 limits assumed): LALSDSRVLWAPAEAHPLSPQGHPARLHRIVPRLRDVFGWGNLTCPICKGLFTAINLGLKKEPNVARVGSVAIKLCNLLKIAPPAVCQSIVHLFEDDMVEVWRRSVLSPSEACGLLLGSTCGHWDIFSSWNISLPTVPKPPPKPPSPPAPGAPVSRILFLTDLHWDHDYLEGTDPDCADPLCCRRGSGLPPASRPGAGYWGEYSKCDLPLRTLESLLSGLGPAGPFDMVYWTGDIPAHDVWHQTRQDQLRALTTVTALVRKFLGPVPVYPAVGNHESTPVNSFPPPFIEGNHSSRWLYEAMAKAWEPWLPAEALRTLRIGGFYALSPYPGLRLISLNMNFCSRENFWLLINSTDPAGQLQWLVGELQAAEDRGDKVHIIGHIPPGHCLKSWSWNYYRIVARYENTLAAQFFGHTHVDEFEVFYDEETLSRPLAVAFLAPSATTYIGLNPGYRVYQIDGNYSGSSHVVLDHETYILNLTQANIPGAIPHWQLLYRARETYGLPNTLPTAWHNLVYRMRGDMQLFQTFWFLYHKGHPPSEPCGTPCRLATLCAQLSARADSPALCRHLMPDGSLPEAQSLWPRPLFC
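Fluorogenic HMU-PC substrate (9 uM final) is turned over by placental ASM in 60 min at 37 C after a 10 min compound preincubation. Reaction ended by alkaline stop (pH 10), with fluorescence read at 386/447 nm.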
Integrin act MD: integrin-mediated muscular dystrophy alleviation activation. 0.064% of 350,000 active. alpha7betagal myoblasts, beta-gal FDG fluorescence, 48 h. Potency, µM (highest dose often 38.3 µM), without a hit: at the highest dose activation, actives largely listed as activators. AID 624291;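 note: potency is the fitted concentration of half-maximal effect; 100% = response of the positive control SU9516; nearly all actives have a fitted effect of over 60% in size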
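alpha7betagal+/- myoblasts (passage 13, 250/well) treated 48 h at 37C with compounds at 1:260 dilution of DMSO stock. Lysed, then beta-galactosidase activity read as FDG fluorescence (ex 480/em 540) after 30 min, with pre-read for autofluorescence.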
MBNL1 CUG block: blocks human MBNL1 binding to CUG repeat RNA; TR-FRET MBNL1-His/biotin-(CUG)12 binding, 665/545 ratio; Q9NR56; AID 2675; Potency, µM (series often up to 57.5 µM), inactives show at the top dose activity change, negative = inhibition, most hits filed as inhibitors; 0.036% of 280,000 active; active = well fitted inhibition curve with a large enough effect in the signal ratio, with a control signal flat, not every such curve was filed as active; inconclusive = small, poorly fitted or top-dose-only effect, or effect the other way, or a change in a side signal; inactive = no such curve, though single readings can be large or run the other way; the % refers to the signal ratio; note: potency is the fitted concentration of half-maximal effect; % is set by controls: 0 for no effect and ±100 for the full control effect
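MBNL1-His + Biotin-(CUG)12, cpd titration 92 nM–58 uM; Tb anti-His Ab 0.055 ng/ul, SA-XL665 5 nM (final); 60 min RT; ratiometric 665/545 nm, Ex 340 nm; normalized to buffer and full-complex controls.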
TCR act: activators of T cell receptors | primary human leukocytes, anti-CD3, IL-2 HTRF, 48 h | Potency, µM (doses to about 9.22 µM), for inactives: at the highest dose activation of IL-2 secretion, most hits filed as activators | 330,000 tested, under 10 active; note: % of control where 0% means no effect
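Activity was scored as IL-2 release from primary human leukocytes given only a TCR signal (a-CD3 beads) plus compound for 48 hr. Detection used a two-antibody HTRF format read at 665nm.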
Menin MLL FP TR: menin-MLL binding inhibition, Texas Red mutant peptide. Menin + Texas Red MLL mutant peptide, fluorescence polarization. AID 1768. O00255. 0.23% of 270,000 active. Potency, µM (highest dose often 61.6 µM), without a hit: top-dose FP activity change, negative = inhibition, actives largely listed as inhibitors; active = well fitted inhibition curve with a large enough effect in the polarisation, with a control signal flat, not every such curve was filed as active; inconclusive = small, poorly fitted or top-dose-only effect, or effect the other way, or a change in a side signal; inactive = no such curve, though single readings can be large or run the other way; the % refers to the polarisation; note: potency is the fitted concentration of half-maximal effect; % of control where 0% means no effect; many of its hits are not listed in these tables
TSHR antagonist: blocks TSH signaling through the human TSH receptor; TSHR-expressing cells, TSH-stimulated cAMP HTRF, 2 h; stronger effect = lower value; activity change, negative = inhibition, % at 11.5 µM; 0.2% of 330,000 active; AID 504810;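 active = activity change below a set negative limit, meaning inhibition stronger than a set level, cut at about -70% in these data; inconclusive = activity change between two set negative limits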; note: % is set by controls: 0 for no effect and ±100 for the full control effect
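TSHR-expressing cells, 200/well, pre-treated with compound, then stimulated with EC80 TSH (4nM final) for 2 hours at 37 deg C. cAMP measured by competitive HTRF: anti-cAMP cryptate antibody in lysis buffer plus cAMP-d2, read after 30 minutes at room temperature.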
Active calls of the source: *; ? = inconclusive; . = not tested or not shown; [ ] = another dose, or the depositor's remark. Unless noted, calls come from the whole dose curve; as a rule, active = well fitted curve in the direction sought with a large enough effect; inconclusive = small, poorly fitted or top-dose-only effect, or another doubt; inactive = no such curve, though single readings can be large; an effect the other way counts as inactive or inconclusive. These rows are one share of the data (hit frequency here may not be typical).

SMILES	A-T KAP1 phos	TSG101-PTAP inh	CXXC DNA block	Mito fusion yeast	ASM inhibitor	Integrin act MD	MBNL1 CUG block	TCR act	Menin MLL FP TR	TSHR antagonist
COc1ccc(NS(=O)(=O)c2cc(C)ccc2OC)cc1OC	3%	-1%	9%	-2%	5%	-15%	-3%	11%	?	-7
CCN(CC(=O)Nc1c(F)cccc1F)C(=O)c1ccc2c(c1)S(=O)(=O)N=C1CCCCCN12	3%	-10%	.	2%	3%	16%	.	2%	.	-23
COc1ccc([N+](=O)[O-])cc1NC(=O)CSc1ccccc1	-3%	-5%	22%	7%	-2%	6%	?	-2%	?	1
O=C(C/C=N/OCc1ccc(Cl)cc1Cl)c1ccccc1	13%	-5%	0%	3%	-3%	14%	-7%	9%	-12%	1
CC1(C)CC(NC(=O)N2c3ccccc3Sc3ccccc32)CC(C)(C)N1	2%	-10%	0%	-1%	6%	-71%[inhibitor]	.	7%	.	4
Cc1ccc(C(=O)NCC(=O)OCC(=O)Nc2ccc(Cl)cn2)cc1	-2%	2%	.	-1%	5%	0%	.	6%	.	-16
COc1ccc(CCNC(=O)CSc2nc3ccccc3o2)cc1OC	4%	-5%	-13%	4%	1%	-6%	-3%	1%	-3%	7
COC(CNC(=O)c1ccc(-n2c(=S)[nH]c3ccccc3c2=O)cc1)OC	-3%	-1%	0%	-3%	-1%	26%	-1%	4%	8%	10
Cc1[nH]nc2ncc(C(=O)c3ccccc3O)cc12	6%	-6%	-1%	4%	4%	?	7%	1%	10%	-4
CC(=O)Nc1sc(N/N=C/c2ccc(N(C)C)cc2)nc1-c1ccc(C)cc1	8%	-6%	6%	0%	89%[activator]	?	8%	-4%	.	-9
O=C(O)c1ccc(Nc2ccc([N+](=O)[O-])c3nonc23)cc1	16%	0%	-9%	0%	-2%	9%	?	2%	21%	-3
COc1ccc(C(=O)CSc2nnc(CNc3ccc(F)cc3)o2)cc1	1%	-2%	17%	2%	-3%	-6%	12%	-1%	22%	-16
CC1CCCN(S(=O)(=O)c2ccc(C(=O)Nc3sc4c(c3C(N)=O)CCN(C)C4)cc2)C1 (centres undefined)	21%	2%	98%[activator]	-1%	-2%	-53%[inhibitor]	-3%	0%	.	-18
COc1ccc(NC(=O)C2CCN(S(=O)(=O)c3ccc4[nH]c(=O)oc4c3)CC2)c(OC)c1	18%	-5%	4%	2%	0%	-4%	2%	-4%	.	-18
Cc1ccc(S(=O)(=O)N2CC(C(=O)O)Oc3ccccc32)cc1 (centres undefined)	-4%	-6%	2%	-3%	1%	18%	0%	1%	-14%	-1

Already shown: 2 of the compounds above.
SMILES	A-T KAP1 phos	TSG101-PTAP inh	CXXC DNA block	Mito fusion yeast	ASM inhibitor	Integrin act MD	MBNL1 CUG block	TCR act	Menin MLL FP TR	TSHR antagonist
COc1ccc(NS(=O)(=O)c2cc(C)ccc2OC)cc1OC	3%	-1%	9%	-2%	5%	-15%	-3%	11%	?	-7
CCN(CC(=O)Nc1c(F)cccc1F)C(=O)c1ccc2c(c1)S(=O)(=O)N=C1CCCCCN12	3%	-10%	.	2%	3%	16%	.	2%	.	-23

(continued)
SMILES	A-T KAP1 phos	TSG101-PTAP inh	CXXC DNA block	Mito fusion yeast	ASM inhibitor	Integrin act MD	MBNL1 CUG block	TCR act	Menin MLL FP TR	TSHR antagonist
CCC(C)NC(=S)NNC(=O)c1ccc(C(C)(C)C)cc1 (centres undefined)	0%	-3%	3%	-4%	-1%	-18%	-4%	0%[46.1 µM]	-10%	3
O=C(c1ccco1)N1N=C(C2CCCCC2)CC1(O)C(F)(F)F (centres undefined)	1%	0%	-4%	4%	2%	-13%	5%	6%	-1%	?
CNS(=O)(=O)c1cccc(C(=O)NCC(c2ccco2)N(C)C)c1 (centres undefined)	-7%	-1%	6%	-8%	4%	0%	-2%	6%	-26%	-2
Cc1cc(C(=O)O)ccc1-c1ccc(/C=N/n2cnnc2)o1	0%	-3%	-9%	-1%	42%[activator]	-1%	?	9%	?	-13
Cc1ccc(NC(=O)CCC(=O)NNS(=O)(=O)c2ccccc2)cc1C	-11%	-4%	0%	-5%	2%	16%	-2%	-2%[46.1 µM]	3%	4
CCOC(=O)C1=C(C(=O)OCC)N(Cc2ccccc2)CCC1=O	.	0%	.	.	6%	17%	.	-2%	.	.
Cc1c(Cl)cccc1NC(=O)CSC(C)c1nc2ccccc2c(=O)[nH]1 (centres undefined)	11%	0%	?	1%	2%	5%	-3%	2%	1%	7
C[C@]12CCC(O)CC1CCC1C2CC[C@]2(C)C(c3cc(C(F)(F)F)n[nH]3)CCC12 (some centres undefined)	-4%	-8%	3%	-58%[inhibitor]	-15%	20%	-6%	-7%	-5%	-14
COc1ccc(OC)c2sc(N(CCN(C)C)C(=O)c3cc(Cl)sc3Cl)nc12	1%	3%	2%	4%	-2%	?	-3%	-11%	2%	5
Cc1cc(NC(=O)CCC(=O)N(CC(=O)NC2CCCC2)c2cccc(C)c2C)no1	.	-3%	.	.	-2%	-20%	.	-1%	.	.
CCOC(=O)N1CCC(NS(=O)(=O)c2ccc(C#N)cc2)CC1	9%	0%	-4%	1%	-1%	-17%	-3%	10%	.	9
CSc1sc(C(=O)NNC(C)=O)c2c1C=CCC2	0%	-3%	-2%	-2%	0%	19%	152%[activator]	4%	.	0
Cc1cccc(N(C(=O)c2snc(C(N)=O)c2N)C(C(=O)NCC2CCCO2)c2c[nH]c3ccccc23)c1 (centres undefined)	1%	-2%	-7%	0%	117%[activator]	32%	0%	-35%	.	-3
CCN1CCN(Cc2ccc(OCc3ccccc3)c(OC)c2)CC1	2%	-1%	2%	1%	0%	0%	-4%	3%	-5%	8
COc1cc(CC(NC(C)=O)C(=O)NC2CCN(C(=O)C3CC3)CC2)cc(OC)c1 (centres undefined)	6%	-9%	14%	-3%	-1%	11%	-1%	2%	12%	-5
CC(=O)Nc1ccc(S(=O)(=O)Nc2cccc(-c3ccc4nncn4n3)c2)cc1	2%	-1%	0%	1%	-2%	22%	?	.	-2%	4
COc1cccc(CNC(=O)C2CC(=O)N(c3ccc4c(c3)OCCO4)C2)c1 (centres undefined)	-11%	1%	.	-6%	0%	-6%	.	-4%	.	-4
CCOc1ccc2nc(NC(=O)CN3C(=O)C4CCCCC4C3=O)sc2c1 (centres undefined)	-4%	-3%	.	6%	-1%	-13%	.	-4%	.	-7
COc1cnc(-c2ccccn2)nc1Oc1c(C)cccc1C	3%	-1%	3%	3%	-1%	-4%	.	-9%	?	-1
COc1cc(NC(=O)CCCSc2nc(-c3ccco3)cc(C(F)(F)F)n2)cc(OC)c1OC	-18%	-9%	-1%	-1%	-11%	-3%	-8%	-10%[46.1 µM]	18%	-7
Cc1cc(NC(=O)c2ccc3[nH]c(C)c(C)c3c2)ccn1	7%	-3%	8%	-20%	-1%	19%	-6%	13%	?	14
O=C(COc1ccccc1Cl)NCCCNC(=O)c1ccco1	1%	-3%	1%	6%	-2%	-5%	-1%	6%	2%	13
O=C(C1=COCCO1)N1CCN(S(=O)(=O)c2cccc(F)c2)CC1	0%	0%	.	1%	-3%	?	.	0%	.	9
COC(=O)/C(=C1/Oc2ccc(C(C)(C)C)cc2S1)C(F)(F)F	-3%	-1%	5%	-2%	34%[activator]	?	2%	-1%[46.1 µM]	-13%	1
CCS(=O)(=O)c1ccc2oc(SCC(=O)NC34CC5CC(CC(C5)C3)C4)nc2c1	.	-5%	-12%	3%	-7%	-37%	3%	1%	-1%	-13
CCC1(c2ccccc2)ON(c2c(Br)cccc2Br)C1=O (centres undefined)	18%	-1%	.	-34%[inhibitor]	-2%	-20%	.	-2%	.	-8
C=CCN(C/C(=N\O)c1sc(C(=O)OCC)nc1C)c1cccc(Br)c1	.	0%	.	.	-21%	-43%	.	-19%	.	.
O=C1CN(C(=O)N[C@@H](Cc2ccccc2)C(=O)N[C@H](Cc2ccccc2)C(=O)O)c2ccccc2N1	-3%	-4%	-2%	1%	-1%	22%	3%	-5%	7%	0
CC(Sc1nc(N)cc(=O)[nH]1)C(=O)NC1CCCCC1 (centres undefined)	-1%	5%	-4%	1%	2%	5%	-6%	-59%	-1%	8
O=C(CCn1c(=O)oc2cc(Cl)ccc21)Nc1ccc(N2CCOCC2)cc1	0%	0%	0%	8%	-2%	3%	4%	-5%	10%	-10

Screening results from PubChem.
